GPR151 activ = activates the human receptor GPR151; Q8TDV0; PathHunter beta-arrestin GPR151 cells, luminescence; 650,000 compounds, 1% hits; activation, % at 11.2 µM; in the data active means activation above about 4.9%;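 further: 0% = median of compound wells and 100% = cells with positive control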
Target sequence (Q8TDV0 whole entry, looked up): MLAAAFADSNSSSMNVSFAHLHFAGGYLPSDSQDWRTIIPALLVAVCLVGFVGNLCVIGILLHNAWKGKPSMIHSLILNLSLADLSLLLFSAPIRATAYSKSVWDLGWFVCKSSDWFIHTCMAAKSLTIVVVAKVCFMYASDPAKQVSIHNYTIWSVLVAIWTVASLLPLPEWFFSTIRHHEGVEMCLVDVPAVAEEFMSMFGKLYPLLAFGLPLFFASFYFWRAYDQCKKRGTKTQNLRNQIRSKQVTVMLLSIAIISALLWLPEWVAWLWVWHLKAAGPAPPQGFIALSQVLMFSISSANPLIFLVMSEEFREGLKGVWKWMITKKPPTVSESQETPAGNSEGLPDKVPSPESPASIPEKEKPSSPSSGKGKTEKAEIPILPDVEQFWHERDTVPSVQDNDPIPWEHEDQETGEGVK
MITF inh = human MITF inhibition, primary screen; O75030; AlphaScreen MITF homodimerization, bead proximity signal; inhibition, % at 2.6 µM; 650,000 compounds, 0.91% hits; in the data active means inhibition above about 50%;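 further: 0% = vehicle wells with protein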
Target sequence (O75030 whole entry, looked up): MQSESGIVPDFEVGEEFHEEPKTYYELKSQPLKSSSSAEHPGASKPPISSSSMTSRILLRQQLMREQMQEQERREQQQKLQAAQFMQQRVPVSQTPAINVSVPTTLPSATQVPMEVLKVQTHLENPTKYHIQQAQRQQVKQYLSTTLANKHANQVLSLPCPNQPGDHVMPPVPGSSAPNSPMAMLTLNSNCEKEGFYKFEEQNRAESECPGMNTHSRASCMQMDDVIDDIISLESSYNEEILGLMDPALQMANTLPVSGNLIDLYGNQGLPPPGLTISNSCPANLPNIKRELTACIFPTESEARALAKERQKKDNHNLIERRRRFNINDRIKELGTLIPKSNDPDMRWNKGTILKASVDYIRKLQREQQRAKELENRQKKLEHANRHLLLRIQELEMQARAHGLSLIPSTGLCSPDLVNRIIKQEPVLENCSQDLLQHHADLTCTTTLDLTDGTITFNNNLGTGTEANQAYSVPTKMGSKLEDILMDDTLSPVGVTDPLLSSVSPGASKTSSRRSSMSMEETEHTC
TEAD-YAP block = TEAD-YAP interaction inhibition; 640,000 compounds, 1.4% hits; AID 1259422; inhibition, % at 9.12 µM; HEK-TIYL cells, TEAD-Gal4/YAP UAS-luciferase luminescence; in the data active means inhibition above about 32%;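 further: 0% = median of test compound wells and 100% = reference inhibitor wells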
FBW7 act = activators of human E3 ligase FBW7; Q969H0; AlphaScreen FBW7–phospho-cyclin E peptide binding, activator screen; normalized activity (activation), % at 26.1 µM; 650,000 compounds, 0.13% hits; in the data active means normalized activity above about 1.9%;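 further: purified mutant Fbw7 with reduced substrate affinity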
Starred values were filed as active, the others as inactive.

Compound	GPR151 activ	MITF inh	TEAD-YAP block	FBW7 act
CCOC(=O)c1c(NC(=O)c2ccc(F)cc2)sc(C(=O)N2CCCCC2)c1C	-0.3	13	-2	0.5
O=[N+]([O-])c1cccc(S(=O)(=O)N2CCC(c3nc(-c4ccncc4)no3)CC2)c1	0.2	-10	-14	-0.2
CSc1ccccc1C(=O)NCc1c(C)ncc2c1CCN(C(=O)c1ccoc1)C2	0.2	11	13	0.0
CC(C)(C)C(=O)CSc1nc2cc(C(=O)NCc3ccccc3)ccc2c(=O)n1Cc1ccccc1	0.1	-19	4	-0.3
O=C(CC1(O)C(=O)N(Cc2ccccc2)c2ccccc21)c1ccc2c3c(cccc13)CC2 (centres undefined)	1.7	2	5	-0.2
O=C(CSc1nnc(NCc2ccccc2)s1)c1c[nH]c2ccccc12	-1.1	15	-3	0.2
O=C(O)c1cccc(-n2ncc3ccc(-c4nn[nH]n4)cc32)c1	-1.8	-8	-6	-0.2
COC(=O)CN1C(=O)S/C(=C/c2cc(Cl)cc(OC)c2O)C1=O	5.2*	7	-4	-0.2

Going on with the list.
Compound	GPR151 activ	MITF inh	TEAD-YAP block	FBW7 act
O=C(/C=C/c1ccc(Br)cc1)Nc1ccc(Oc2ccc(Cl)cc2)cc1	-0.2	-6	-18	0.3
Cc1ccc(C2CC(C(F)(F)F)n3ncc(C(=O)Nc4ccc(C(C)O)cc4)c3N2)cc1 (centres undefined)	1.1	0	-2	-0.1
CCn1cc(CN2CCN3C(=O)[C@H](CCCCN)NC(=O)[C@H]3C2)c(C)n1	-0.3	-3	3	-0.1
COCCN1CCN(Cc2c(C(=O)N3CCCCCC3)nc3cc(C)ccn23)CC1	-0.6	-15	-1	-0.1
O=C(CSc1nnc(Cc2cc(=O)[nH]c(=O)[nH]2)n1-c1ccccc1)NCc1ccco1	-0.7	-8	0	-0.1
O=C(O)CSc1nc2ccc3[nH]snc3c2n1	-3.0	-3	-14	0.7
CC(=O)c1ccc(NC(=O)c2cc(Br)ccc2Cl)cc1	0.4	-2	-30	-0.8
COC(=O)C1=C(C)N=C2SCCC(=O)N2C1c1ccc(F)cc1 (centres undefined)	-1.3	15	3	0.1

(next part)
Compound	GPR151 activ	MITF inh	TEAD-YAP block	FBW7 act
CC1=C(C(=O)OCc2ccccc2)C(c2ccccc2C(F)(F)F)NC(=O)N1C (centres undefined)	-0.5	1	-2	0.0
CCOC(=O)c1c(NC(=O)COc2ccc(Br)cc2Br)sc2c1CCC(C)C2 (centres undefined)	-1.4	12	12	0.0
Cc1nc(N)sc1N=Nc1cc(C(=O)O)cc(C(=O)O)c1	1.7	52*	-2	-0.4
N#CCCN(CCC#N)S(=O)(=O)c1ccc2ccccc2c1	2.1	3	-9	-0.1
CCOc1ccc(-n2cc(C(=O)Nc3cccc(C)n3)c3cc(OC)c(OC)cc3c2=O)cc1	-0.7	8	16	0.8
CCN(CC)C(=O)c1c(NC(=O)c2cccc(C)c2)sc2c1CCCCC2	0.1	7	18	0.0
COCCNC(=O)c1noc2c1COc1ccccc1-2	-0.5	11	-51	0.2
CCOc1ccc(/C(O)=C2/C(=O)C(=O)N(c3ccccn3)C2c2ccc(C)cc2)c(C)c1 (centres undefined)	1.1	13	-1	0.0

A different layout for part of the listing above.
Results follow in this order: GPR151 activ | MITF inh | TEAD-YAP block | FBW7 act
CCOC(=O)c1c(NC(=O)COc2ccc(Br)cc2Br)sc2c1CCC(C)C2 (centres undefined)
 : -1.4 | 12 | 12 | 0.0
Cc1nc(N)sc1N=Nc1cc(C(=O)O)cc(C(=O)O)c1
 : 1.7 | 52* | -2 | -0.4
N#CCCN(CCC#N)S(=O)(=O)c1ccc2ccccc2c1
 : 2.1 | 3 | -9 | -0.1
CCOc1ccc(-n2cc(C(=O)Nc3cccc(C)n3)c3cc(OC)c(OC)cc3c2=O)cc1
 : -0.7 | 8 | 16 | 0.8
CCN(CC)C(=O)c1c(NC(=O)c2cccc(C)c2)sc2c1CCCCC2
 : 0.1 | 7 | 18 | 0.0
COCCNC(=O)c1noc2c1COc1ccccc1-2
 : -0.5 | 11 | -51 | 0.2
CCOc1ccc(/C(O)=C2/C(=O)C(=O)N(c3ccccn3)C2c2ccc(C)cc2)c(C)c1 (centres undefined)
 : 1.1 | 13 | -1 | 0.0

Further compounds.
Compound	GPR151 activ	MITF inh	TEAD-YAP block	FBW7 act
Oc1ccc(/C=N/Nc2nnc3c(n2)[nH]c2ccccc23)cc1	-0.9	23	-31	0.1
Cc1ccc(C2=N/C(=C\c3cccc4ccccc34)C(=O)O2)cc1[N+](=O)[O-]	1.1	0	13	0.0
Cc1ccc(Nc2nc(NCCN3CCOCC3)nc3nccnc23)cc1C	-2.1	61*	-8	0.6
CC1CCC(Nc2cnn(C34CC5CC(CC(C5)C3)C4)c(=O)c2Cl)CC1 (centres undefined)	-1.5	19	9	0.4
CN(CC1(N2CCOCC2)CCCCC1)C(=O)CC1C(=O)NCCN1CC(C)(C)C (centres undefined)	0.2	20	0	0.2
COc1cc(SC)ccc1C(=O)OCc1nnc(-c2ccccc2)o1	1.8	-11	6	-0.2
O=C(NCC1CCCO1)C1c2ccccc2C(=O)N1C1CCCCCC1 (centres undefined)	-0.2	6	3	0.2
CCc1ccc(CN2CCc3nnc(C(C)NC(=O)C(C)C)n3CC2)o1 (centres undefined)	0.2	-2	-4	-0.2

(listing goes on)
Compound	GPR151 activ	MITF inh	TEAD-YAP block	FBW7 act
COc1ccc(C2CC(C(F)(F)F)n3nc(C(=O)Nc4cc(C(F)(F)F)ccc4Cl)cc3N2)cc1OC (centres undefined)	0.0	7	-3	0.1
O=C(Nc1ccccc1Cl)C1CCCN1C(=O)OCc1ccccc1 (centres undefined)	1.0	18	4	0.7
CCCCOc1cccc(NC(=O)c2ccc(Cl)c([N+](=O)[O-])c2)c1	-0.7	7	12	0.2
CC1=C(C(=O)c2ccccc2)C(c2ccccc2C)NC(=O)N1 (centres undefined)	-0.7	-9	-8	-0.1
Cc1ccc(-c2cnc(NC(=O)CNC3CCCCC3)s2)cc1	1.2	3	0	0.1
COc1ccc2nc(/C(C#N)=C\c3cc4c(cc3Cl)OCO4)[nH]c2c1	0.4	-4	-32	-0.1
O=C(NC1CC1)C1CC=CCC1C(=O)OCC(F)(F)C(F)F (centres undefined)	-0.5	-3	-6	0.2
COc1ccc(C(=O)Oc2c(C)occc2=O)cc1OC	0.5	9	9	0.0

Carrying on.
Compound	GPR151 activ	MITF inh	TEAD-YAP block	FBW7 act
CCOC(=O)C1=C(C)NC2=C(C(=O)CC(c3ccc(OC)cc3)C2)C1c1ccncc1 (centres undefined)	1.2	6	-6	0.0
O=C(CSc1cc(N2CCOCC2)ncn1)c1cccs1	-6.6	1	73*	0.2
CCOC(=O)CCNC(C)C1COc2ccccc2O1 (centres undefined)	0.7	51*	4	-0.2
COC(=O)c1sc2ccccc2c1NC(=O)c1ccc(S(=O)(=O)N2CC(C)OC(C)C2)cc1 (centres undefined)	1.2	2	0	-0.1
C/C(=C\c1ccco1)CN1CCOc2ccc(C(C)(O)CN(C)C)cc2C1 (centres undefined)	0.8	7	5	0.1
CN(C(=O)CC1C(=O)NCCN1CC(c1ccccc1)c1ccccc1)C(C1CC1)C1CC1 (centres undefined)	-1.8	5	8	-0.1
CCCN1C(=O)NC2(CCN(S(=O)(=O)c3cc(C(C)(C)C)ccc3OC)CC2)C1=O	-0.7	-7	12	-0.1
CCCOc1ccc(/C=C/C(=O)Nc2ccc(S(=O)(=O)Nc3cc(C)nc(C)n3)cc2)cc1OC	-1.6	-4	-7	-0.2

New compounds follow
Compound	GPR151 activ	MITF inh	TEAD-YAP block	FBW7 act
CCOC(=O)C1CCN(CCC(=O)Nc2cc(C)ccc2OC)CC1	0.5	-22	-6	0.1
O=C1c2ccccc2C(=O)N1OS(=O)(=O)c1cccc2cccnc12	-0.5	7	6	-0.2
O=C(O)CNC(=O)/C(=C\c1cccc([N+](=O)[O-])c1)NC(=O)c1ccccc1Cl	2.5	1	-1	0.1
O=C(CSc1ccnc(=O)[nH]1)Nc1ccccc1	-1.4	9	6	-0.1
Cc1ccc(NS(=O)(=O)c2ccccc2[N+](=O)[O-])cc1	-0.4	-12	5	-0.1
Cc1ccc(-c2csc3nc4c5ccccc5c(NCCOCCO)nn4c(=O)c23)cc1	8.4*	7	0	1.0
CC(C)(C)c1csc(NC(=O)CSc2nnnn2-c2ccccc2)n1	-2.1	-3	4	-0.2
CC(=O)Nc1ccc(C(=O)NCC(=O)OCc2ccccc2F)cc1	1.4	-12	-11	0.0

Later entries.
| Molecule | GPR151 activ | MITF inh | TEAD-YAP block | FBW7 act |
| --- | --- | --- | --- | --- |
| CCOc1ccccc1NC(=O)NCc1nc(-c2ccncc2)n[nH]1 | 2.0 | -1 | 1 | 0.1 |
| O=C(NCc1ccc2c(c1)OCO2)c1ccccc1[N+](=O)[O-] | 0.0 | -4 | -2 | -0.1 |
| COC(=O)c1ccc(NC(=O)CSc2ncn(-c3ccccc3)n2)cc1 | -1.7 | -4 | 11 | -0.1 |
| O=C(Nc1cccc2c1C(=O)c1ccccc1C2=O)c1cccc(F)c1 | 3.4 | -4 | -18 | -0.3 |
| CCN(CC)CCN1C(=O)c2ccccc2NC1c1ccc(Br)cc1 (centres undefined) | -0.2 | 1 | 7 | 0.1 |
| Cc1ccc(S(=O)(=O)N(C)C)cc1NC(=S)NNC(N)=O | -0.3 | 3 | 2 | -0.1 |
| O=C(NCCCc1ccccc1)C(=O)NCC1CCCN1S(=O)(=O)c1ccccc1 (centres undefined) | -0.1 | 2 | 11 | 0.0 |
| Cc1cccc(C(=O)Nc2c3c(nn2-c2ccc(C)cc2C)CS(=O)(=O)C3)c1 | 1.8 | -1 | 3 | -0.2 |
| O=C(N/N=C/c1ccc2c(c1)OCO2)C(=O)Nc1ccc(Cl)c(C(F)(F)F)c1 | 2.0 | 8 | 13 | 0.2 |
| CS(=O)(=O)N(CC(=O)NCCc1ccccc1)c1cccc(Cl)c1 | -1.1 | -6 | 4 | 0.0 |

Other results follow:
| Molecule | GPR151 activ | MITF inh | TEAD-YAP block | FBW7 act |
| --- | --- | --- | --- | --- |
| O=C(c1ccc(SCc2ccccc2F)c([N+](=O)[O-])c1)N1CCc2ccccc21 | 0.6 | 6 | -5 | -0.1 |
| CN(C)C(=S)Oc1ccc(C(=O)Nc2cccc([N+](=O)[O-])c2)cc1 | 0.7 | 2 | -51 | -0.1 |
| CCCNCc1ccccc1OCC(=O)NCc1ccccc1 | -0.4 | -6 | 7 | -0.1 |
| c1cnc(Nc2nccc(NC3CC3)n2)nc1 | 0.1 | -6 | -36 | 0.5 |
| O=C(NNS(=O)(=O)c1ccc2ccccc2c1)Nc1ccc(F)cc1F | -1.3 | 2 | 3 | 0.0 |
| CCCc1cc(=O)[nH]c2nnc(SCC(=O)N(C)c3ccccc3)n12 | -1.9 | 2 | -8 | -0.2 |
| Cc1cc(C(=O)NCC2CCCN(S(=O)(=O)c3cccc(Cl)c3C)C2)no1 (centres undefined) | 3.0 | 9 | 2 | -0.2 |
| CC1CN(C(C)C)CCC1CCc1ccc(NC(=O)C2CCN(S(C)(=O)=O)CC2)cc1 (centres undefined) | 0.6 | 8 | 3 | -0.1 |
| Cc1ccccc1C(=O)Nc1ccc2oc(-c3cccc(Cl)c3Cl)nc2c1 | 0.3 | 20 | -19 | 1.0 |
| CCc1ccc2[nH]c(=O)c(CN(CCCO)Cc3nnnn3C3CCCCC3)cc2c1 | 0.2 | 7 | -2 | 0.1 |

Later entries:
| Molecule | GPR151 activ | MITF inh | TEAD-YAP block | FBW7 act |
| --- | --- | --- | --- | --- |
| COc1ccc(C(=O)Nc2ccc3c(c2)CN(C(=O)C(C)C)CC3)c(OC)c1OC | 2.5 | 16 | -10 | 0.0 |
| O=C(N[C@H]1C[C@H]2C(=O)N3CCC[C@H]3C(=O)N2C1)c1ccc(Br)cc1 | -1.0 | 19 | 1 | 0.0 |
| CCN(c1cccc(C)c1)S(=O)(=O)c1ccc2[nH]cc(C(=O)NCCc3ccccc3)c(=O)c2c1 | 1.8 | 0 | 1 | 0.1 |
| Cc1cccc(CN2C(=O)CSc3ccc(C(=O)NCCN4CCOCC4)cc32)c1 | 0.7 | -1 | -2 | 0.0 |
| CCOc1ccc(C2C(C(=O)OC3CCCC3)=C(C)NC3=C2C(=O)CC(c2ccccc2)C3)cc1 (centres undefined) | -1.0 | 0 | -9 | 0.3 |
| CCOc1ccc(-c2cc(C)n3nc(C(=O)Nc4cccc5ccccc45)cc3n2)cc1 | -0.6 | -15 | 0 | 0.4 |
| CCNC(=O)N(Cc1ccccc1)C1CC(C)(C)n2cccc21 (centres undefined) | -0.8 | 9 | 4 | 0.0 |
| O=C(O)c1cc(N2CCOCC2)c([N+](=O)[O-])cc1C(=O)O | 0.5 | 0 | -3 | -0.1 |
| Cn1c(=O)oc2cc(S(=O)(=O)Nc3ccc(F)cc3)ccc21 | -2.5 | 37 | 4 | 0.1 |
| COC(=O)C1=C(C)N(Cc2ccco2)C(=O)/C1=C\c1cc(C)n(-c2ccc(C)c(C)c2)c1C | 0.6 | 4 | 0 | -0.3 |
| O=C(Nc1cccc2c1C(=O)NC2=O)c1ccc(-c2nc3ccccc3s2)s1 | -1.1 | -10 | 9 | 0.1 |
| COc1ccccc1NS(=O)(=O)c1ccc(C(=O)Nc2ccccc2)cc1 | 3.2 | 0 | -5 | -0.1 |

High-throughput results from PubChem.

The order is random; overall some 3.4% were active at least once.
